HP1b chromo inh – HTS for Inhibitors of HP1-beta Chromodomain Interactions with Methylated Histone Tails. AlphaScreen HP1-beta / biotin-H3K9me3 peptide binding. Potency, µM (highest dose often 114 µM), inactives show at the highest dose activity change, negative = inhibition, usual class: inhibitors. hit rate 0.56% among 390,000. AID 540317, 2011; also: potency is read from the fitted curve at half-maximal effect; nearly all actives have a fitted effect of over 70% in size; inactives centre near 23
Target sequence (P83916 whole entry, looked up): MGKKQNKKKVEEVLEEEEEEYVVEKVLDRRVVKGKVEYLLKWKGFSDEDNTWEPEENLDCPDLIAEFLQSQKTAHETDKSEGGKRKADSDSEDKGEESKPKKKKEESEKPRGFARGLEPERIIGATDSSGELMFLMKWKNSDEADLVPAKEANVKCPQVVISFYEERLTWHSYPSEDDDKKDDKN
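Compound inhibition of the preformed complex between 50 nM HP1-beta and 50 nM biotinylated H3K9me3 peptide was read by AlphaScreen. Buffer was PBS pH 7.4 with 0.01% Tween-20. Incubations ran 30 min at room temperature, with 10 ug/mL donor/acceptor beads.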
PI4K2A block – qHTS for small molecular inhibitors of PI4K2A. Phosphatidylinositol 4-kinase type 2-alpha (Homo sapiens), Q9BTU6. purified PI4K2A, ADP-Glo luminescence, 1 h; active compounds read low. activity change, negative = inhibition, % at 76.9 µM. hit rate 0.13% among 420,000. AID 1346378, 2018; in the data active = activity change below about -50%; inconclusive = mostly about -30% to -49%;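 also: -100% = wells without enzyme as full effect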
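PI4K2A activity was measured by ADP-Glo luminescence: enzyme (4 ug/mL stock) and phosphatidylinositol (1.2 mM stock) in Tris pH 7.5/MgCl2/EGTA/Triton X-100 buffer were reacted with ATP (300 microM stock) for one hour at ambient temperature.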
RGS4 inh – Inhibitors of Regulator of G Protein Signaling (RGS) 4: qHTS | Transcreener GDP fluorescence polarization, RGS4-accelerated GTP hydrolysis | Potency, µM (highest dose often 114 µM), for inactives: top-dose activity change, negative = inhibition, actives largely listed as inhibitors | hit rate 0.039% among 390,000; also: potency is read from the fitted curve at half-maximal effect; % is scaled to controls: 0 for no effect and ±100 for the full control effect; nearly all actives have a fitted effect of over 75% in size; some results filed as inactive show a strong effect at the top dose
Target sequence (P49798 whole entry, looked up): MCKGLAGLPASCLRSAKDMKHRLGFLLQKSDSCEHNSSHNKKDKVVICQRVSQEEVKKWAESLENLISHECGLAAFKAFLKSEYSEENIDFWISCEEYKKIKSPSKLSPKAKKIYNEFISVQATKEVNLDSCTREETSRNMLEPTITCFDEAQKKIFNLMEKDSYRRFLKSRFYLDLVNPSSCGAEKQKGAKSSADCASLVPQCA
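MLSMR compounds (23 nl, pin-transferred) preincubated 10 min at room temperature with a 500nM (2x) first reagent, then RGS4 at 900nM (2x) plus Transcreener GDP mix added; fluorescence polarization (620/688 nm) read before and after 90 min at 30 °C.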
12-LOX inh – Primary qHTS assay for inhibitors of human arachidonate 12S-lipoxygenase (ALOX12): Round 2 | AID 1671190, 2021 | Potency, µM (titrated, usually from 108 µM), inactives show at the top dose activity change, negative = inhibition, most hits filed as inhibitors | Polyunsaturated fatty acid lipoxygenase ALOX12 (Homo sapiens), P18054 | purified 12hLO, xylenol orange hydroperoxide absorbance | hit rate 1.1% among 580,000; also: potency is read from the fitted curve at half-maximal effect; % is scaled to controls: 0 for no effect and ±100 for the full control effect
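Purified human 12hLO (150 nM final) in 25 mM Hepes, 0.01% Triton X-100, pH 7.0 was preincubated 15 min at room temperature with compound. Then 40 uM arachidonic acid was added, 30 min. Hydroperoxide was read by Fe-XO absorbance ratio 573/405 nm.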
G9a block – qHTS Assay for Inhibitors of Histone Lysine Methyltransferase G9a | Potency, µM (highest dose often 102 µM), without a hit: top-dose activity, negative = inhibition, actives largely listed as inhibitors | hit rate 8.8% among 350,000 | G9a H3K9 monomethylation, AlphaScreen, 2 h; also: potency is read from the fitted curve at half-maximal effect; % is scaled to controls: 0 for no effect and ±100 for the full control effect; nearly all actives have a fitted effect of over 75% in size
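Signal arises when biotinylated H3K9 peptide, once monomethylated, bridges streptavidin donor and antibody-captured acceptor beads. Enzyme at 20 nM was preincubated 15 min with test compounds; peptide 500 nM and SAM 20 uM then reacted for 2 h.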
GLS inhibitor – qHTS for Inhibitors of Glutaminase (GLS) | Glutaminase kidney isoform, mitochondrial (Homo sapiens), O94925 | GLS enzymatic activity, qHTS titration | Potency, µM (doses to about 45.5 µM), for inactives: at the highest dose activity change, negative = inhibition, actives largely listed as inhibitors | hit rate 0.21% among 410,000; also: potency is read from the fitted curve at half-maximal effect; % is scaled to controls: 0 for no effect and ±100 for the full control effect
Target sequence (O94925 whole entry, looked up, canonical isoform): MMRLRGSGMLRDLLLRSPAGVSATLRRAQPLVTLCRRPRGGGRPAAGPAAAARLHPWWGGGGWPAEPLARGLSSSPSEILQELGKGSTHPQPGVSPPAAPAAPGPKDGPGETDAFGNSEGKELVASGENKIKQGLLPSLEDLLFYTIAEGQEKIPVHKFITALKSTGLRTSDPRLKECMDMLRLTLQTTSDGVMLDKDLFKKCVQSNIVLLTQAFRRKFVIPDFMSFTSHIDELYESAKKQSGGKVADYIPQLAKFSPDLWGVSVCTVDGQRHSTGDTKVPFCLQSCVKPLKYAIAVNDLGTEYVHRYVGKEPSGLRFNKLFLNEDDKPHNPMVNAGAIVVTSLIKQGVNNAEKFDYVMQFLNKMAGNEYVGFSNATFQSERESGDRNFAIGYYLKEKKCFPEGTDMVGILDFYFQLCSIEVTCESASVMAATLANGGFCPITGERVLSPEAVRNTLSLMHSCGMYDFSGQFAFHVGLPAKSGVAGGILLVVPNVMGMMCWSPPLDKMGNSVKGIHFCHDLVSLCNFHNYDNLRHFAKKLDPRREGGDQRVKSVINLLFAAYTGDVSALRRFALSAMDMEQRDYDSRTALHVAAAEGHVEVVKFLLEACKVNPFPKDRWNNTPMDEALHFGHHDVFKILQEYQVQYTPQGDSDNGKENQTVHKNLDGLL
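Glutamate formation by hKGA was monitored fluorometrically using coupled glutamate oxidase, HRP and Amplex Red. Substrate was added as 1 mM L-glutamine solution; incubation was 30 min at RT after an initial read.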
BAZ2B inh – qHTS Assay for Inhibitors of BAZ2B; AlphaScreen BAZ2B-H3K14Ac peptide displacement; AID 504333, 2011; hit rate 4.4% among 360,000; Potency, µM (titrated, usually from 114 µM), without a hit: top-dose activity change, negative = inhibition, usual class: inhibitors; Bromodomain adjacent to zinc finger domain protein 2B (Homo sapiens), Q9UIF8; also: potency is read from the fitted curve at half-maximal effect; % is scaled to controls: 0 for no effect and ±100 for the full control effect; nearly all actives have a fitted effect of over 60% in size
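AlphaScreen displacement: compounds (up to 110uM) incubated 30 min at room temperature with a preformed 50 nM BAZ2B/50 nM biotinylated H3K14Ac peptide complex in PBS pH 7.4 with Tween-20. Donor and acceptor beads at 10 ug/mL final added, 20 min light-protected before reading.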
ERG Ets-DNA blk – qHTS for Small Molecule Inhibitors of the ERG Ets/DNA interaction; AID 624246, 2012; hit rate 0.028% among 370,000; fluorescence polarization, His-ERG Ets domain / labelled DNA; Transcriptional regulator ERG (Homo sapiens), P11308; Potency, µM (titrated, usually from 76.9 µM), without a hit: top-dose FP activity, negative = inhibition, actives largely listed as inhibitors; active = well fitted inhibition curve with a large enough effect in the polarisation, with a control signal flat; inconclusive = small, poorly fitted or top-dose-only effect, or effect the other way, or a change in a side signal; inactive = no such curve, though single readings can be large or run the other way; the % refers to the polarisation;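 also: polarization taken with two DNA probes labelled with fluorescein and Texas red; potency is read from the fitted curve at half-maximal effect; % of control where 0% means no effect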
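His-tagged ERG Ets domain (1 uM in the protein solution; 300mM KCl, 50mM Tris-HCl, 1mM EDTA, 1mM DTT, pH 7.5) received compound, then a probe mix of 5 nM fluorescein-DNA and 100nM Texas-615-DNA. Fluorescence polarization was read for both dyes.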
JMJD2A Tudor – qHTS Assay for Inhibitors of JMJD2A-Tudor Domain. Lysine-specific demethylase 4A (Homo sapiens), O75164. AlphaScreen JMJD2A-Tudor / H3K4me3 peptide binding. Potency, µM (series often up to 114 µM), for inactives: at the highest dose activity change, negative = inhibition, hits mostly inhibitors. hit rate 4.4% among 390,000. AID 504339, 2011; also: potency is read from the fitted curve at half-maximal effect; % is scaled to controls: 0 for no effect and ±100 for the full control effect; nearly all actives have a fitted effect of over 50% in size
* marks the source's active call; other numbers are inactive results; ? = inconclusive; nt = not tested or not shown; [ ] = remark or other dose. Unless noted, calls follow the shape of the dose curve; as a rule, active = well fitted curve in the direction sought with a large enough effect; inconclusive = small, poorly fitted or top-dose-only effect, or another doubt; inactive = no such curve, though single readings can be large; an effect the other way counts as inactive or inconclusive.

SMILES	HP1b chromo inh	PI4K2A block	RGS4 inh	12-LOX inh	G9a block	GLS inhibitor	BAZ2B inh	ERG Ets-DNA blk	JMJD2A Tudor
NC(=O)c1cc(Br)cc(C2CCCCC2)c1O	34.8%	0.7	-2.2%[56.9 µM]	0.0%	?	-7.3%	-17.2%	9.7%	-18.9%
O=C1C(=O)N(C2CCN(C(=O)c3ccc(Cl)cc3)CC2)CCN1Cc1ccc(F)cc1	26.2%	0.0	-23.8%	-19.8%	4.5%[59 µM]	-3.2%	-1.3%	-5.3%	-6.2%
Cc1cc(C)cc(NC(=O)C2C3C=CC(O3)C2C(=O)O)c1 (stereo not drawn)	36.2%	-3.7	-35.4%	-20.1%	?	-8.8%	-13.2%	8.1%	-13.7%
N[C@H](CSCc1ccccc1)C(=O)Nc1ccc([N+](=O)[O-])cc1	?	8.0	6.0%	?	?	-1.8%	-37.6%	-2.0%	?
Cc1ccc(OCC(=O)NC2CCS(=O)(=O)C2)c(C)c1 (stereo not drawn)	24.5%	-0.7	1.6%	-1.8%	24.2%[59 µM]	-8.2%	-11.5%	-4.6%	-14.5%
CCN(CC)C(=S)NC(=O)c1cccnc1	?	-0.9	-22.8%	-20.3%	nt	19.6%	?	-10.0%	?
COc1cc(NC(=O)c2noc3c2CSc2ccccc2-3)cc(OC)c1OC	120.8%[activator]	-26.1	-9.3%	-7.6%	1.78µM*	-4.5%	-8.7%	-1.4%	-1.7%
COc1ccc(C)c(-n2c(N)cc(=O)n(Cc3ccccc3)c2=O)c1	32.2%	4.5	2.7%	10.0%	-1.3%	-0.8%	2.8%	-3.6%	-25.9%
O=C(NNC(=O)c1ccccc1F)c1ccc(-c2ccc(Cl)cc2)o1	25.6%	-5.1	5.5%	?	?	-4.0%	-14.9%	4.1%	-24.3%
COC(=O)c1ccccc1S(=O)(=O)N1CCC(C(=O)OC(C)C(=O)Nc2ccccc2OC)CC1 (stereo not drawn)	53.6%[activator]	-5.6	-7.7%	?	-5.4%[12.7 µM]	-1.0%	17.0%	1.1%	-2.7%
C[C@@H](C(=O)Nc1nc(-c2ccccn2)cs1)N1C(=O)C2CCCCC2C1=O (stereo partly drawn)	?	-8.2	?	?	1.41µM*	-18.2%	8.91µM*	1.6%	50.1µM*
CCCn1c(N)c(N(CCOC)C(=O)c2cccc(C(F)(F)F)c2)c(=O)[nH]c1=O	3.4%	1.7	19.6%	7.6%	-6.5%	-11.1%	-13.8%	-4.0%	5.7%

Part of the list above in order of heavy-atom count, low to high.
SMILES	HP1b chromo inh	PI4K2A block	RGS4 inh	12-LOX inh	G9a block	GLS inhibitor	BAZ2B inh	ERG Ets-DNA blk	JMJD2A Tudor
NC(=O)c1cc(Br)cc(C2CCCCC2)c1O	34.8%	0.7	-2.2%[56.9 µM]	0.0%	?	-7.3%	-17.2%	9.7%	-18.9%
Cc1ccc(OCC(=O)NC2CCS(=O)(=O)C2)c(C)c1 (stereo not drawn)	24.5%	-0.7	1.6%	-1.8%	24.2%[59 µM]	-8.2%	-11.5%	-4.6%	-14.5%
O=C(NNC(=O)c1ccccc1F)c1ccc(-c2ccc(Cl)cc2)o1	25.6%	-5.1	5.5%	?	?	-4.0%	-14.9%	4.1%	-24.3%
COc1cc(NC(=O)c2noc3c2CSc2ccccc2-3)cc(OC)c1OC	120.8%[activator]	-26.1	-9.3%	-7.6%	1.78µM*	-4.5%	-8.7%	-1.4%	-1.7%

Next section.
SMILES	HP1b chromo inh	PI4K2A block	RGS4 inh	12-LOX inh	G9a block	GLS inhibitor	BAZ2B inh	ERG Ets-DNA blk	JMJD2A Tudor
O=C1CCCN1CCC(=O)N1CCCC(Nc2ccc(F)cc2)C1 (stereo not drawn)	7.2%	0.0	10.3%	0.4%	-4.5%	18.6%	2.3%	8.0%	-5.6%
CC1=NN(c2ccccc2C(=O)O)C(=O)C1N=Nc1ccccc1 (stereo not drawn)	?	-2.2	5.6%	12.1%	44.7µM*	4.4%	?	-10.5%	?
COCCN1C(=O)/C(=C2/C(=O)N(CC(=O)Nc3ccccc3Cl)c3ccccc32)SC1=S	-7.1%	1.3	5.3%	5.8%	-0.9%	6.2%	-11.1%	-1.4%	-17.5%
Cc1cc2n(n1)CCCN2C(=O)Nc1ccc(F)c(Cl)c1	10.3%	-0.7	-7.1%	1.7%	10.5%[59 µM]	-1.6%	5.0%[57.1 µM]	-2.4%	-1.9%
COc1ccc(C(C(=O)NC(C)(C)C)N(Cc2cccs2)C(=O)CCC(=O)Nc2cc(C)on2)cc1 (stereo not drawn)	26.3%	1.3	3.0%	?	16.5%[59 µM]	12.5%	8.4%	-1.1%	-15.9%
CCOC(=O)NC(CC(=O)O)c1ccc(OC)cc1 (stereo not drawn)	22.0%	-3.6	14.1%	-10.9%	-2.1%[59 µM]	15.7%	15.6%	0.3%	3.7%
CCOC(=O)[C@H](CCc1ccccc1)N[C@@H](C)C(=O)N1C(C(=O)O)C[C@@H]2CCC[C@@H]21 (stereo partly drawn)	66.7%[activator]	-2.0	0.2%	0.3%	6.1%[12.7 µM]	-0.4%	5.6%	5.6%	-4.8%
CCCCc1nc2cc(C(=O)N3CCNC(=O)C3)ccc2o1	40.3%[activator]	0.3	-5.8%	-3.0%	26.9%	-3.8%	2.0%	3.2%	-7.6%
OCCc1c[nH]c2ccccc12	16.8%	1.1	-10.0%	0.9%	1.5%[12.7 µM]	22.2%	-7.6%	2.4%	-8.2%
CN(C)CCCn1c2c(c(SCC(=O)Nc3cccc4ccccc34)nc1=O)CCCC2	19.0%	1.5	-33.9%	1.0%	39.8µM*	0.5%	3.3%	0.2%	-4.8%
O=[N+]([O-])c1cccc(COc2cccc(CN3CCCCC3)c2)c1	8.3%	4.5	2.9%	?	nt	-0.4%	nt	2.4%	-20.3%
COc1cc(NS(=O)(=O)c2ccc(NC(=S)NC(=O)COc3ccccc3OC)cc2)nc(OC)n1	14.8%	-2.8	-31.5%	62.2%[activator]	-9.6%[0.501 µM]	-3.0%	?	2.8%	-15.5%
CCN(C1CCS(=O)(=O)C1)S(=O)(=O)c1ccc(Cl)s1 (stereo not drawn)	12.9%	-5.8	-4.1%	-20.7%	?	1.8%	-3.8%	12.2%	-10.3%
C=CCNC(=S)Nc1sc2c(c1C(=O)OCC)CC(C(C)C)OC2 (stereo not drawn)	18.0%	9.3	?	?	25.0%[12.7 µM]	-13.8%	2.8%	0.8%	-20.9%
O=C(CCn1c(=O)sc2ccccc21)NC1CCCCC1	26.6%	-2.4	-21.8%	13.9%	nt	2.9%	-8.7%	-7.5%	3.4%
COc1ccc(C2=NN(C(=O)CN3CCOCC3)C(c3nc4ccccc4[nH]3)C2)cc1 (stereo not drawn)	22.9%	-9.9	0.5%	-6.8%	-6.0%	-4.8%	-5.9%	-12.2%	-2.4%
Cc1cccc(NN=C2c3ccccc3-c3ccccc32)c1	15.4%	-14.5	-4.9%	-21.7%	31.6µM*	?	-14.2%	-4.9%	-24.0%
Cc1cccc(C(=O)NC2(C(F)(F)F)N=C(c3ccccc3)N(Cc3ccccc3)C2=O)c1 (stereo not drawn)	38.1%	-7.4	-10.4%	-9.0%	0.3%[59 µM]	4.9%	-16.9%	2.4%	-13.4%
Cc1cc(F)ccc1S(=O)(=O)Nc1ccc2c(c1)CCCN2C(=O)c1cccs1	10.7%	-1.5	6.8%	2.3%	?	19.4%	-27.2%	-3.2%	-17.2%
O=C1C2C3CC(C(Br)C3Br)C2C(=O)N1c1ccccn1 (stereo not drawn)	7.7%	2.8	-8.2%	-15.4%	95.6%[activator][59 µM]	-3.5%	-27.6%	-3.6%	-15.2%
O=C(NCCOC(=O)c1ccc([N+](=O)[O-])cc1)c1cccnc1	44.0%[activator]	-5.9	-30.2%	-7.3%	22.3%[59 µM]	0.8%	-21.9%	-2.7%	-4.2%
CCOc1ccc(CCNC(=O)C2CCCN(S(=O)(=O)c3c(C)n[nH]c3C)C2)cc1OCC (stereo not drawn)	-16.0%	0.6	-17.4%[11.4 µM]	-8.3%	?	-22.2%	-23.9%	-1.1%	4.6%[11.4 µM]
CCOC(=O)c1cnc2ccc(Br)cc2c1NCCO	15.1%	-2.8	11.8%	8.5%[57.4 µM]	-18.6%[59 µM]	9.0%	5.9%	nt	-12.4%
CCCCC(CC)CNC(=O)Cn1c(=O)[nH]c2ccsc2c1=O (stereo not drawn)	52.8%[activator]	0.0	2.2%	-15.3%	3.9%	-3.3%	14.3%	-1.1%	-3.8%
Cc1ccccc1-c1nnc(SCC(=O)Nc2ccc3c(c2)OCCO3)n1N	18.8%	-0.3	2.3%	0.0%	3.8%	-6.7%	-2.9%	-1.7%	3.2%

The list is partial. The share of hits here may be higher or lower than overall.
